# HEK293 NOD2/NF-kB: inhibition of NOD2-driven NF-kB reporter – cell-based, luminescence, uHTS, HEK293 (AID 1566); 290,000 compounds, 0.63% hits; inhibition, % at 4 µM, or EC50 in µM where a hit was titrated; HEK293 NOD2/NF-kB luciferase reporter, luminescence; higher % means a stronger effect; further: many of its hits are not listed in these tables
# HIV fusion peptide: cell-free HIV fusion peptide-binding blockers – biochemical, uHTS, fluorescence dequenching, primary screen (AID 1986); inhibition, % at 20 µM, or IC50 in µM where a hit was titrated; 290,000 compounds, 0.3% hits; cell-free peptide binding, fluorescence dequenching, 30 min; higher % means a stronger effect; in the data active means inhibition mostly above about 52%, no sharp cut-off; inactive means mostly below about 76%; further: some results filed as inactive read as strong as hits
# GPR35 antagonists: GPR35 antagonists blocking zaprinast-driven arrestin recruitment, primary screen, imaging, U2OS, beta-arrestin-GFP, zaprinast agonist (AID 2058). U2OS GPR35 beta-arrestin-GFP translocation imaging, zaprinast antagonism; higher % means a stronger effect. inhibition, % at 10 µM; hits with a dose series show IC50 in µM. 290,000 compounds, 0.052% hits;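 active means inhibition of at least 50% with at least 30 cells and total cytoplasm GFP at most 10,000,000; inconclusive means under 30 cells or total GFP of 10,000,000 plus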
# Myeloid diff 2: compounds promoting myeloid differentiation; ER-HoxA9 myeloid progenitors, lysozyme-GFP differentiation, flow cytometry; calls only at 10 µM; 360,000 compounds, 1% hits;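 active means normalized GFP-positive differentiation at or above the plate's own cutoff, the solvent-only control mean plus 3 SD; inconclusive means no clear call, values can overlap the other calls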;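 further: cells exposed to compound for four days before flow analysis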
# GPR55 antagonists: GPR55 antagonists blocking LPI-driven arrestin recruitment, primary screen, imaging, U2OS, beta-arrestin-GFP, LPI agonist (AID 2013). one-dose inhibition, % at 10 µM; IC50 in µM for titrated hits. 290,000 compounds, 0.13% hits. U2OS GPR55 beta-arrestin-GFP translocation imaging, LPI antagonism; higher % means a stronger effect;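 active means spots per cell inhibited over 60%, with over 100 cells counted and total cytoplasm intensity under 500,000; inconclusive means wells with under 100 cells, flagged as likely toxic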;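 further: U2OS cells stably carrying GPR55 and arrestin-GFP stimulated by 5 µM LPI near EC80; imaged beta-arrestin-GFP aggregate spots per cell after agonist stimulation; plate controls were LPI-stimulated DMSO wells for no effect and DMSO wells without LPI for full effect; some results filed as inactive read as strong as hits; confirmed hits need IC50 under 10 µM and bright autofluorescent wells are also inconclusive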
# KOR beta-arrestin-1: KOR antagonists, beta-arrestin recruitment, cell-based, luminescence, uHTS (AID 1778); 290,000 compounds, 0.091% hits; inhibition, % at 10 µM; hits with a dose series show IC50 in µM; KOR beta-arrestin recruitment, luminescence, antagonist mode; higher % means a stronger effect; further: strong numbers were not always called active
# KOR beta-arrestin-2: kappa opioid receptor activators – cell-based, luminescence, uHTS, primary screen (AID 1777); 280,000 compounds, 0.02% hits; activation, % at 10 µM; hits with a dose series show EC50 in µM; KOR beta-arrestin recruitment, luminescence; higher % means a stronger effect; in the data active means activation above about 50%, passing the limit was not always enough; further: a part of the inactive calls stands beside numbers as strong as those of hits
# NOD1 NF-kB reporter: inhibition of NOD1-driven NF-kB reporter – cell-based, luminescence, uHTS, primary screen (AID 1578); 290,000 compounds, 1% hits; NOD1-driven NF-kB luciferase reporter cells, luminescence; higher % means a stronger effect; inhibition, % at 4 µM; hits with a dose series show EC50 in µM; in the data active means inhibition mostly above about 36%, no sharp cut-off; inactive means mostly below about 34%;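 further: HEK-293T reporter cells stimulated with the NOD1 agonist gamma-tri-DAP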
# GPR55 beta-arrestin: GPR55 agonists via beta-arrestin recruitment, primary screen, imaging, U2OS cells, beta-arrestin-GFP redistribution (AID 1961). activation, % at 10 µM; hits with a dose series show EC50 in µM. U2OS GPR55 beta-arrestin-GFP redistribution imaging; higher % means a stronger effect. 290,000 compounds, 0.048% hits;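 active means activation above 40% with more than 50 cells counted in the well; inconclusive means wells holding fewer than 50 cells, flagged as toxic or sparse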;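 further: U2OS osteosarcoma cells stably expressing GPR55 and beta-arrestin-GFP; plate controls were DMSO negative control for no effect and LPI positive control for full effect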
# Myeloid diff 2 GFP+ MAC1+ %: also measured in Myeloid diff 2; calls as there; GFP+ MAC1+ double positive, %; measured here: differentiation confirmed by MAC1 staining
# * = called active by the depositor; i = inactive; ? = inconclusive; . = not tested or not shown; [ ] = remark or other dose. Unless noted, no stated cut-off is given here; in the data, active means inhibition above about 50%; inactive means the rest.
SMILES,HEK293 NOD2/NF-kB,HIV fusion peptide,GPR35 antagonists,Myeloid diff 2,Myeloid diff 2 GFP+ MAC1+ %,GPR55 antagonists,KOR beta-arrestin-1,KOR beta-arrestin-2,NOD1 NF-kB reporter,GPR55 beta-arrestin
CC(=O)c1cnn(-c2cc(Oc3ccc(F)cc3)ncn2)c1C,-4%,1.3%,7%,i,0.4,4%,-32%,0.8%,-27%,0.0%
CCOC(=O)c1ccc(N2C(=O)CC(C)(CC)CC2=O)cc1,0%,-0.8%,-3%,i,0.4,-11%,10%,4.1%,-5%,1.1%
COc1cccc(N2CCN(C(=O)NC3CCCCC3)CC2)c1,2%,-1.6%,-3%,i,1.3,-8%,42%,-3.9%,-7%,0.2%
CC(NC(=O)COc1cc(=O)n(C)c2ccccc12)c1ccc2c(c1)OCCO2 (centres undefined),0%,1.8%,6%,i,0.6,5%,-8%,1.3%,-47%,0.0%
O=C(Nc1ccccc1C(=O)NCc1cccnc1)c1ccco1,9%,14%,-9%,i,0.8,-4%,-12%,8.0%,9%,0.2%
O=C(N/N=C/c1ccco1)c1csc2c1CCCC2,-27%,6.1%,-2%,i,0.2,1%,16%,3.3%,4%,-0.2%
COc1cc(CCC(=O)OCC(=O)Nc2ccc(Br)cc2F)cc(OC)c1OC,1%,-2.2%,6%,i,0.4,2%,-26%,4.0%,-10%,0.3%
COC(=O)c1ccc(C(C(=O)NC2CCCCC2)N(Cc2ccc(F)cc2)C(=O)Cc2cccs2)cc1 (centres undefined),-28%,3.4%,-15%,i,0.8,5%,25%,1.4%,-33%,0.5%
CCOC(=O)CNC(=O)Cn1cnc2sc(C)c(S(=O)(=O)N3CCC(C)CC3)c2c1=O,4%,0.8%,6%,i,1.0,-2%,-26%,2.4%,-22%,-0.5%
CCOC(=O)/C=C1\CC(=O)Nc2nonc2N1,0%,1.9%,8%,i,0.7,-3%,28%,-6.3%,-32%,0.2%

# Structural class: the entries above with a thiophene ring, fused or not
SMILES,HEK293 NOD2/NF-kB,HIV fusion peptide,GPR35 antagonists,Myeloid diff 2,Myeloid diff 2 GFP+ MAC1+ %,GPR55 antagonists,KOR beta-arrestin-1,KOR beta-arrestin-2,NOD1 NF-kB reporter,GPR55 beta-arrestin
O=C(N/N=C/c1ccco1)c1csc2c1CCCC2,-27%,6.1%,-2%,i,0.2,1%,16%,3.3%,4%,-0.2%
COC(=O)c1ccc(C(C(=O)NC2CCCCC2)N(Cc2ccc(F)cc2)C(=O)Cc2cccs2)cc1 (centres undefined),-28%,3.4%,-15%,i,0.8,5%,25%,1.4%,-33%,0.5%
CCOC(=O)CNC(=O)Cn1cnc2sc(C)c(S(=O)(=O)N3CCC(C)CC3)c2c1=O,4%,0.8%,6%,i,1.0,-2%,-26%,2.4%,-22%,-0.5%

# A second format for part of the listing above:
# Sequence of screens: HEK293 NOD2/NF-kB, HIV fusion peptide, GPR35 antagonists, Myeloid diff 2, Myeloid diff 2 GFP+ MAC1+ %, GPR55 antagonists, KOR beta-arrestin-1, KOR beta-arrestin-2, NOD1 NF-kB reporter, GPR55 beta-arrestin
CC(=O)c1cnn(-c2cc(Oc3ccc(F)cc3)ncn2)c1C
    -4%, 1.3%, 7%, i, 0.4, 4%, -32%, 0.8%, -27%, 0.0%
COc1cccc(N2CCN(C(=O)NC3CCCCC3)CC2)c1
    2%, -1.6%, -3%, i, 1.3, -8%, 42%, -3.9%, -7%, 0.2%
O=C(Nc1ccccc1C(=O)NCc1cccnc1)c1ccco1
    9%, 14%, -9%, i, 0.8, -4%, -12%, 8.0%, 9%, 0.2%

# Additional records follow:
SMILES,HEK293 NOD2/NF-kB,HIV fusion peptide,GPR35 antagonists,Myeloid diff 2,Myeloid diff 2 GFP+ MAC1+ %,GPR55 antagonists,KOR beta-arrestin-1,KOR beta-arrestin-2,NOD1 NF-kB reporter,GPR55 beta-arrestin
CC[N+]1(C)CCC(=C2c3ccccc3CC(=O)c3sccc32)CC1 (centres undefined),-9%,0.6%,11%,i,1.0,4%,15%,3.9%,-6%,-0.1%
Cc1cccc2cc(/C=N/NC(=O)[C@H]3C[C@@H]3c3ccccc3)c(Cl)nc12,7%,-1.2%,-2%,i,0.3,5%,14%,8.9%,-12%,0.0%
O=C(Nc1ccc(F)cc1)C1CCCN(S(=O)(=O)c2cccc3cccnc23)C1 (centres undefined),4%,23%,2%,i,1.6,11%,21%,-7.2%,1%,-0.1%
Cc1ccc(-c2nn(-c3ccccc3)cc2CO)o1,10%,2.4%,1%,i,0.5,4%,6%,-2.3%,-16%,0.0%
Cc1ccsc1C1C(C#N)=C(N)Oc2n[nH]c(C)c21 (centres undefined),4%,1.1%,-5%,i,0.3,-14%,-6%,-1.7%,-17%,0.1%
COc1ccc(C(=O)c2c[nH]c(C(=O)N=CN(C)C)c2)cc1,6%,-0.2%,-6%,i,0.4,4%,-13%,-0.9%,-1%,-0.3%
CC(C)(C)C(=O)Nc1nnc(SCc2cccc(F)c2)s1,-26%,-1.0%,0%,i,0.7,-3%,-34%,2.0%,-53%,0.6%
O=C1NC(=S)N/C1=C/C=C/c1ccccc1,-34%,2.3%,3%,i,0.3,1%,-10%,-1.8%,-65%,-0.6%
COc1cccc(OCCSc2nc(N)cc(N)n2)c1,-6%,-2.6%,6%,i,1.3,-8%,1%,-4.2%,-5%,-0.1%
CCc1nnc(NS(=O)(=O)c2ccc(NC(=O)c3ccc(S(=O)(=O)N(CC)CC)cc3)cc2)s1,10%,6.2%,1%,.,.,10%,28%,-5.3%,0%,-0.1%
Cc1cccc(N2CCN(C(=O)/C=C/c3cccs3)CC2)c1C,1%,-1.0%,24%,i,0.5,11%,.,1.2%,20%,1.2%
Cc1nn(-c2ccccc2)c(C)c1NS(=O)(=O)c1ccccc1,10%,-2.3%,9%,i,7.1,14%,24%,0.0%,-23%,-0.2%
CSc1ncccc1C(=O)N1CCN(S(=O)(=O)c2cc(C)ccc2C)CC1,.,-2.8%,-20%,i,1.2,-8%,4%,0.4%,.,-0.2%
Cc1ccc(S(=O)(=O)N(CC(=O)N2CCC(C(N)=O)CC2)c2cccc(C(F)(F)F)c2)cc1,18%,0.0%,7%,i,0.7,1%,8%,-0.8%,-4%,0.1%
COc1ccc(Cl)cc1NC(=O)CSc1nnc(-c2ccco2)o1,-6%,-0.8%,-2%,i,1.0,3%,-3%,1.3%,-26%,0.0%
CCCCNC(=O)c1onc(CSc2ccc(OC)cc2)c1C(=O)O,0%,6.8%,0%,i,1.6,3%,-21%,2.2%,-53%,-0.2%
CCOC(=O)c1c(-c2ccc(OC)cc2)oc2cc(Br)c(O)cc12,25%,-0.6%,-14%,i,1.0,5%,-32%,-2.3%,-5%,1.3%
COc1cc(OC)cc(-c2cn[nH]c2N)c1,4%,1.0%,-14%,i,0.4,2%,-14%,-6.7%,-20%,-0.2%
CN(C)/N=C/C=C1\CCC/C(=C\c2ccc(F)c(F)c2)C1=O,63%*,4.8%,13%,?,.,6%,3%,-1.5%,10%,-0.1%
C=CCNC(=O)/C(=C/c1ccccc1OCC)NC(=O)c1ccccc1,0%,-1.7%,-1%,i,0.6,6%,10%,-6.0%,-22%,0.1%
COc1nc(OC)nc(N(C)CCO)n1,-12%,-1.6%,0%,i,0.4,11%,-2%,-4.2%,-12%,0.3%
CN=Cc1c(NC)nc2c(C)cccn2c1=O,7%,2.9%,6%,i,1.6,20%,-4%,-4.4%,-33%,0.3%
COc1ccc(NC(=O)C2CCN(c3cnccn3)CC2)cc1Cl,-6%,-0.6%,15%,?,.,13%,10%,-7.4%,-24%,-0.2%
CC(=O)NC(=S)Nc1ccccc1F,-8%,-1.3%,-3%,i,0.4,9%,-1%,4.5%,-20%,0.0%
Cc1nn(-c2ccccc2)c(Cl)c1/C=C(\C#N)C(=O)NC(C)C,13%,-2.4%,19%,i,0.2,12%,22%,1.5%,16%,0.3%
Cc1ccccc1Nc1ncnc2c1cnn2Cc1ccccc1,-1%,-0.7%,-4%,i,0.5,-23%,1%,5.6%,-7%,-0.2%
S=C(NNc1cccc(Cl)c1)NC1CCCCC1,-32%,-2.6%,7%,i,0.6,37%,16%,-2.4%,-36%,0.4%
CCOc1ccc(N(CC(=O)OC)S(=O)(=O)c2ccc(OC)c(OC)c2)cc1,2%,1.8%,0%,i,1.2,10%,36%,-2.5%,-28%,0.3%
COCCn1c(C(C)C)nc2ccccc21,4%,-0.8%,-2%,i,0.6,-2%,17%,-1.6%,-9%,-0.1%
CC1CCC(NC(=O)CCS(=O)(=O)c2ccc3c(c2)NC(=O)C(C)S3)CC1 (centres undefined),4%,0.8%,-7%,?,.,-2%,-21%,-6.3%,-28%,-0.2%
O=C(NCc1nnc(SCC(=O)N2CCN(c3ccccc3)CC2)o1)c1c(F)cccc1Cl,10%,0.1%,6%,i,4.7,-7%,-5%[20 µM],-8.6%,14%,0.5%
CC(=O)C1C(=O)CC(c2ccc(Cl)cc2)CC1=O (centres undefined),6%,0.8%,-6%,i,0.6,13%,6%,2.3%,-6%,-0.1%
CC(C)(C)CC(C)(C)N=C1NS(=O)(=O)c2cc([N+](=O)[O-])ccc21,6%,-0.6%,-10%,i,0.4,-7%,-27%[20 µM],-1.7%,-8%,0.5%
CS(=O)(=O)Nc1nnc(SCC(=O)Nc2cccc([N+](=O)[O-])c2)s1,3%,2.7%,-7%,i,0.0,6%,9%,-2.5%,-21%,-0.1%
CCOc1cccc(C(=O)N2CCCCC2c2cccnc2)c1 (centres undefined),16%,-2.9%,-11%,i,0.4,-2%,-16%,-3.9%,13%,-0.2%
COC(=O)c1sc2nc[nH]c(=O)c2c1C,16%,3.6%,-13%,i,1.0,-4%,2%,-1.7%,4%,-0.1%

# Only part of the results is shown; count on the stated rates, not on these rows.
